Screens as filed in PubChem.
CHT block = inhibitors of human choline transporter CHT. Q9GZV3. CHT-expressing cells, membrane potential dye, choline response; hits give low values. B-score at 10 µM. 310,000 compounds, 0.86% hits;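 active = B-score over 3 SD under the library average, and starting fluorescence ratio not unusually high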;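 note: choline stimulus applied at its EC90 after an EC20 pre-addition; B-score computed on integrated fluorescence ratio after choline addition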
Target sequence (Q9GZV3 whole entry, looked up): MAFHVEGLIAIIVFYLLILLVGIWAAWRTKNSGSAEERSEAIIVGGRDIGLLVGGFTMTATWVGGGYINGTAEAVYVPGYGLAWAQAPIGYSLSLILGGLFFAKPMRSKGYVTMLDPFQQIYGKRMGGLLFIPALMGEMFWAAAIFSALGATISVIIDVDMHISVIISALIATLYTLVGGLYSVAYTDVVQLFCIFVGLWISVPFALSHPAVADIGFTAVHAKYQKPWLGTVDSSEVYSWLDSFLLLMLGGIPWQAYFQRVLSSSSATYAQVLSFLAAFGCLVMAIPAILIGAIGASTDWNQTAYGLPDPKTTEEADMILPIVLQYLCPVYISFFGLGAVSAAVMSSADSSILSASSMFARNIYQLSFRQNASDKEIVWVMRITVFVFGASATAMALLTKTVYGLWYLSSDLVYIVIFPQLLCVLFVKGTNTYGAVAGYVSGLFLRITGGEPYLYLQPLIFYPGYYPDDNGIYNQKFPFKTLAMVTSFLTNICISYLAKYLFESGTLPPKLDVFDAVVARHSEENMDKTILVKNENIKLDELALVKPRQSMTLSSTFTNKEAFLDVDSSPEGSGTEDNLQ
CHT PAM = human CHT allosteric activation. B-score at 10 µM. 310,000 compounds, 0.49% hits. CHT-expressing cells, membrane potential dye, choline EC20; hits give high values; LV-AA mutant CHT in HEK293 cells. Q9GZV3;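 active = initial fluorescence not abnormally high and integrated response B-score, plate-corrected, over 3 SD above library mean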
The depositor's hits bear a star; i = inactive. No enrichment for hits. Share with any hit: about 1.5%.

SMILES	CHT block	CHT PAM
Cc1cn(C2CC3OCC3O2)c(=O)[nH]c1=O (centres undefined)	i	i
Cn1cc(C(=O)C(=O)N2CCCc3ccccc32)c2ccccc21	i	i
CCCCCn1c(SCCN2CCOCC2)nc2c1c(=O)[nH]c(=O)n2C	i	i
C=CCSc1nc2sc3c(c2c(=O)n1-c1ccccc1)CCN(C)C3	i	i
Cc1ccc(CNC(=O)[C@H](Cc2ccccc2)NC(=O)C2CCNCC2)cc1	i	i
O=C(/C=C/c1ccc(OC(F)F)cc1)Nc1cccc(S(=O)(=O)NC2=NCCCCC2)c1	i	i
Cc1cc(N2CCN(c3ccccn3)CC2)n2cc(-c3ccccc3)nc2n1	i	i
CC(OC(=O)Cn1cnc2c1c(=O)n(C)c(=O)n2C)C(=O)Nc1ccc(Cl)cc1 (centres undefined)	i	i
Cc1noc(C)c1S(=O)(=O)N1CCC(C(=O)NCCC2=CCCCC2)CC1	i	i
COc1ccc(CNC(=O)C(=O)NCCC2CCCCN2S(=O)(=O)c2cccs2)cc1 (centres undefined)	i	i
Cc1ccc(CNC(=O)[C@H](C)NC(=O)C2CCN(C(=O)[C@@H]3CCCN3C(=O)OC(C)(C)C)CC2)cc1	i	i
Cc1c(Cl)cccc1NC(=O)CCNC(=O)N1CC(=O)Nc2ccccc21	i	i
Nc1nnc(SCC(=O)NCc2ccc3c(c2)OCO3)s1	i	i
N[C@@H](Cc1ccccc1)C(=O)N1CCC(C(=O)N[C@@H](CCC(=O)O)C(=O)O)CC1	i	i
Cc1ccc(S(=O)(=O)c2c(COC(=O)c3ccccc3Cl)c(-c3ccccc3)nn2C)cc1	i	i
CN(N)c1ccc2c(C(F)(F)F)cc(C(F)(F)F)nc2n1	i	i
O=C(OCC(=O)N1CCc2ccccc21)c1cccc(S(=O)(=O)N2CCCc3ccccc32)c1	i	i
COc1ccc(-c2cc(C(F)(F)F)nc(N3CCCCCC3)n2)cc1	i	i
CSc1ccccc1NC(=O)c1noc(C)c1[N+](=O)[O-]	i	i
CCOc1ccc(C(=O)NCC(c2ccco2)N2CCOCC2)cc1 (centres undefined)	i	i
Cc1cc(C)cc(CC(Cc2nc3ccccc3[nH]2)c2nc3ccccc3[nH]2)c1 (centres undefined)	-8.66*	i
COc1ccccc1C(=O)NNC(=O)c1ccc(NC(=O)c2ccccc2)cc1	i	i
CCOc1ccccc1C(=O)n1nc(C)cc1C	i	i
Cc1ccc(C(=O)NCc2ccc3c(c2)OCO3)cc1	i	i
COc1cccc(-n2ccnc2SCC(=O)Nc2nccs2)c1	i	i
Nc1nc(SCC(=O)NCCN2CCOCC2)nc2sc3c(c12)CCC3	i	i
Nn1c(SCc2csc(-c3ccccc3)n2)nnc1-c1cccs1	i	i
Cc1cc(=O)[nH]c(SCC(=O)Nc2ncc(S(=O)(=O)c3ccc([N+](=O)[O-])cc3)s2)n1	i	i
O=C(c1ccco1)N1C2C=CC(C2)C1(C(F)(F)F)C(F)(F)F (centres undefined)	i	i
Cc1ccccc1-n1c(C)cc(/C=C2/C(=N)N3C(c4ccccc4)=CSC3=NC2=O)c1C	i	i
O=C1C=C(c2ccccc2)C(=O)N1Nc1ccccc1	i	i
Cc1onc(-c2ccccc2)c1C(=O)N/N=C/c1cc2c(cc1Br)OCO2	i	i
COc1cc(NC(=S)Nc2ccc(Br)cc2Cl)c(OC)cc1Cl	i	i
CCN(C(=O)c1ccco1)c1nnc(-c2cccnc2)s1	i	i
NNC(=S)NCc1ccco1	i	i
Cc1onc(-c2ccccc2)c1C(=O)NCc1ccccn1	i	i
CN(C)c1ccc(/C=N/NC2=NS(=O)(=O)c3ccccc32)cc1	i	i
Cc1nnc(NC(=O)COc2ccc3c(C)cc(=O)oc3c2)s1	i	i
CCOc1ccc(NC(=O)c2cccc(NC3=NC4CS(=O)(=O)CC4S3)c2)cc1 (centres undefined)	i	i
CCOc1ccc(OCC(=O)NCCS(=O)(=O)N2CCN(c3ccc(F)cc3)CC2)cc1	i	i
Cc1cc(OC(=O)c2ccccc2Br)c([N+](=O)[O-])c(=O)[nH]1	i	i
O=C(N/N=C/c1cccc([N+](=O)[O-])c1)c1cc(-c2ccccc2)nc2ccccc12	i	i
COC(=O)c1nnn(-c2nonc2N)c1CN1CCc2ccccc21	i	i
Cc1ccc(C(=O)Nc2ccccc2C(=O)NCc2cccnc2)cc1	i	i
CCOC(=O)c1cnc2cc(-c3ccc(C)cc3)nn2c1-c1ccccc1	i	i
CC(=O)c1cccc(N(C(=O)c2ccccn2)C(C(=O)NC2CCCCC2)c2ccccc2)c1 (centres undefined)	i	i
COc1cccc(CNC(=O)CNC(=O)c2cccs2)c1	i	i
COc1cccc2cc(-c3cc(=O)oc4ccc(OCC(C)=O)cc34)oc12	i	i
O=C(NC1CCCCC1)c1cc(S(=O)(=O)N2CCOCC2)ccc1Cl	i	i
COc1cccc(N2CCN(C(=O)CC(C)(C)CC3=NS(=O)(=O)c4ccccc4N3)CC2)c1	-5.54*	i
Cc1cc(C)c(NC(=O)CNC(=O)COC(=O)C2=COCCO2)c(C)c1	i	i
Cc1ccc(S(=O)(=O)N2CCN(CC(=O)N/N=C\c3ccc(O)c(O)c3)CC2)cc1	i	i
COc1ccc2[nH]c(=O)c(CN(c3ccc(C)c(C)c3)S(C)(=O)=O)cc2c1	i	i
CC(=O)c1cccc(N(CC(=O)Nc2ccc(F)cc2)S(C)(=O)=O)c1	i	i
COc1ccc(-c2nnc(SCC(=O)NC(C)c3ccccc3)o2)cc1OC (centres undefined)	i	i
Cc1noc(C)c1COC(=O)C(c1ccccc1)c1ccccc1	i	i
Cc1csc(SCC(=O)Nc2cc(S(=O)(=O)N3CCCC3)ccc2Cl)n1	i	i
Cc1ccc(/C(O)=C2\C(=O)C(=O)N(CC(C)O)C2c2ccc(N(C)C)cc2)cc1 (centres undefined)	i	i
CCOC(=O)c1sc(NC(=O)CCSC)nc1C	i	i
Cc1ccc2c(c1)N(CC(=O)N1CCCCCC1)C(=O)c1cccnc1O2	i	i

Among those listed so far, these have an aryl thioether with sulfur outside any ring:
SMILES	CHT block	CHT PAM
CCCCCn1c(SCCN2CCOCC2)nc2c1c(=O)[nH]c(=O)n2C	i	i
C=CCSc1nc2sc3c(c2c(=O)n1-c1ccccc1)CCN(C)C3	i	i
Nc1nnc(SCC(=O)NCc2ccc3c(c2)OCO3)s1	i	i
CSc1ccccc1NC(=O)c1noc(C)c1[N+](=O)[O-]	i	i
COc1cccc(-n2ccnc2SCC(=O)Nc2nccs2)c1	i	i
Nc1nc(SCC(=O)NCCN2CCOCC2)nc2sc3c(c12)CCC3	i	i
Nn1c(SCc2csc(-c3ccccc3)n2)nnc1-c1cccs1	i	i
Cc1cc(=O)[nH]c(SCC(=O)Nc2ncc(S(=O)(=O)c3ccc([N+](=O)[O-])cc3)s2)n1	i	i
COc1ccc(-c2nnc(SCC(=O)NC(C)c3ccccc3)o2)cc1OC (centres undefined)	i	i
Cc1csc(SCC(=O)Nc2cc(S(=O)(=O)N3CCCC3)ccc2Cl)n1	i	i

(next part)
SMILES	CHT block	CHT PAM
COc1ccc(CNc2c(C(=O)O)cnc3c2cnn3C)cc1	i	i
COc1ccc(NC(=O)CN(C)C(=O)C2CC(=O)N(c3ccc4c(c3)OCCO4)C2)cc1 (centres undefined)	i	i
CC(=O)Nc1ccc(C(=O)OCC(=O)Nc2ccccc2Sc2ccccc2)cc1	i	i
COc1cccc(CNS(=O)(=O)c2ccc3c(c2)CC(C)N3C(=O)C2CCC2)c1 (centres undefined)	i	i
Cc1cc(NC(=O)CSCC(=O)OCc2nnc(-c3ccccc3)o2)no1	i	i
CCOc1cc(N2CCOCC2)c(OCC)cc1NC(=O)Cc1cn2ccsc2n1	i	i
O=C(Nc1cccc(O)c1)c1ccc(C(=O)c2ccccc2)o1	i	i
O=C(NCCNC(=O)c1cnccn1)c1ccc(Cl)c(Cl)c1	i	i
CCCCn1c(SCC(=O)N2CCCCC2)nc2cc(S(N)(=O)=O)ccc21	i	i
Cc1ccc(-c2cc(N)on2)cc1	i	i
CCOC(=O)C1(C)NC(c2ccco2)C2C(=O)N(c3ccccc3)C(=O)C21 (centres undefined)	i	i
Cc1ccccc1N(CC(=O)N1CCOCC1)S(C)(=O)=O	i	i
COc1ccc(N2CCN(Cc3nc4c(c(=O)n(C)c(=O)n4C)n3CCc3ccccc3)CC2)cc1	i	i
Cc1noc(C)c1COC(=O)c1ccc(N(C)C)cc1	i	i
COc1cccc(N2C(=O)CC(NNC(=O)c3cccs3)C2=O)c1 (centres undefined)	i	i
Cc1oc2ccc(NS(=O)(=O)c3cccc4cccnc34)cc2c1C(=O)OC(C)C	i	i
Cc1cc(O)ccc1-c1cnc2ccccc2n1	i	i
CCC1Nc2ccccc2-c2nnc(SC)nc2O1 (centres undefined)	i	i
CC1=C(C#N)C(c2cccnc2)C2=C(CC(C)(C)CC2=O)N1 (centres undefined)	i	i
CCc1nn(CC(=O)NCCCN2CCOCC2)c(=O)c2cc3sccc3n12	i	i
Cc1nc2c(ccc3nc(NC(=O)C(c4ccccc4)c4ccccc4)sc32)s1	i	i
Cn1c(CCNC(=O)c2cccs2)nnc1SCC(=O)N1CCN(c2ccccc2)CC1	i	i
COc1ccccc1CNC(=O)COC(=O)c1cc(C)oc1C	i	i
O=[N+]([O-])c1ccccc1/C=N/n1c(-c2ccccc2)n[nH]c1=S	i	i
O=C(NCCCN1CCOCC1)c1onc(CSc2ccccc2)c1C(=O)NCCCN1CCOCC1	i	i
C/C(=N\NC(=S)NC1CCCCC1)c1ccccc1	i	i
O=S(=O)(NC1=NCCCCC1)c1ccc2ccccc2c1	i	i
Cc1noc2ncnc(Oc3ccc(Cl)cc3Cl)c12	i	i
COc1ccc2nc(NC(=O)CSc3nnc(N)s3)sc2c1	i	i
CCOc1ccccc1C(=O)Nc1nnc(CC)s1	i	i
COc1cccc2c1C(=O)CC1C2CCC2CC(=O)CCC21C (centres undefined)	i	i
COc1ccc(C(=O)Nc2ccc(NC(=O)CSc3nnc(-c4ccncc4)n3C)cc2)cc1	i	i
Fc1ccc(-n2nnc(-c3cccnc3)n2)cc1	i	i
Cc1ccc(CN2C3CCCC2CC(NC(=O)c2ccc(C)cc2)C3)cc1 (centres undefined)	i	i
Cc1ccccc1Nc1nc(N)nc(CSc2nc3ccccc3c(=O)n2C)n1	i	i
OC1CCN(C(=S)Nc2ccc(Nc3ccccc3)cc2)CC1	i	i
O=C(Cn1cc([N+](=O)[O-])cn1)NCc1cc2ccccc2[nH]1	i	i
CC/C(=N\NC(=O)CSCc1ccccc1Br)c1ccc2c(c1)OCCO2	i	i
COc1cc(/C=C/c2cc[n+](C)cc2)ccc1OCC(=O)Nc1ccccc1	i	i
O=C(O)C1(S(=O)(=O)CCC(F)=C(F)F)CC1	i	i
Cc1ccc(S(=O)(=O)CC(=O)Nc2c(C)n(C)n(-c3ccccc3)c2=O)cc1	i	i
CCOC(=O)/C(C#N)=C1\CCCN1CC(N)=S	i	i
CCn1c(Cc2c(C)[nH]c3ccccc23)nnc1SCC(=O)NCc1ccccc1	i	i
COc1cc(C(=O)/C=C/c2cccnc2)ccc1O	i	i
O=C(CC1C(=O)NCCN1Cc1ccoc1)NCc1cccc(OC(F)(F)F)c1 (centres undefined)	i	i
Cc1ccc(NC(=O)CN2C(=O)CC(C)S(=O)(=O)c3ccccc32)cc1 (centres undefined)	i	i
COc1cccc(/C=N/Nc2ccc(S(=O)(=O)O)cc2)c1O	i	i
Cc1ccc(NC(=S)NC(C)CCc2ccccc2)cc1C (centres undefined)	i	i
COc1ccc(CNC(=O)COc2ccc(S(=O)(=O)N3CCOCC3)cc2C)cc1	i	i
Cc1sc2ncn(CC(=O)NCCCOC(C)C)c(=O)c2c1S(=O)(=O)N1CCN(c2ncccn2)CC1	i	i
COc1cc2c(C(=O)N3CCN(C)CC3)c(CSc3ccccc3)n(C)c2cc1Br	i	i
COC(=O)CCC(C)N1CCC(Oc2ccc(C(=O)N3CCCC3)cc2)CC1 (centres undefined)	i	i
CCc1nccn1CCC(=O)NC1CC(C)(C)Cc2c1cnn2-c1cccc(F)c1 (centres undefined)	i	i
NS(=O)(=O)c1ccc(CCNC(=O)C2CCC(Cn3c(=S)[nH]c4ccccc4c3=O)CC2)cc1 (centres undefined)	i	i
O=C(CSc1ncccc1-c1nc2ccccc2[nH]1)N1CCCCC1	i	i
COc1ccc(NC(=O)CCNC(=O)Cn2ccc3ccccc3c2=O)cc1OC	i	i
COc1ccc(CNC(=O)c2nnn(Cc3ccc(OC)cc3)c2N)cc1	i	i
CC12CCC(=O)C=C1CCC1C2C(=O)CC2(C)C1CC[C@]2(O)C(=O)CO (some centres undefined)	i	i
CCOn1c(=O)c(-c2ccc(Br)cc2)[n+]([O-])c2ccccc21	i	i
COc1cc(C(=O)OCC(=O)N2CCOCC2)c([N+](=O)[O-])cc1OC	i	i

Seven structures from above, sorted by SMILES length, ascending.
SMILES	CHT block	CHT PAM
Cc1noc2ncnc(Oc3ccc(Cl)cc3Cl)c12	i	i
COc1cccc(CNC(=O)CNC(=O)c2cccs2)c1	i	i
Cn1cc(C(=O)C(=O)N2CCCc3ccccc32)c2ccccc21	i	i
Cc1cc(C)c(NC(=O)CNC(=O)COC(=O)C2=COCCO2)c(C)c1	i	i
Cc1onc(-c2ccccc2)c1C(=O)N/N=C/c1cc2c(cc1Br)OCO2	i	i
Cc1cc(OC(=O)c2ccccc2Br)c([N+](=O)[O-])c(=O)[nH]1	i	i
O=C(N/N=C/c1cccc([N+](=O)[O-])c1)c1cc(-c2ccccc2)nc2ccccc12	i	i

(list continues)
SMILES	CHT block	CHT PAM
Cc1cnc(-c2nnc(N(C)C(=O)C3CCOC3)s2)cn1 (centres undefined)	i	i
COc1ccc(NC(=S)Nc2cccc([N+](=O)[O-])c2)cc1	i	i
COc1ccc(CC(=O)NC(C)CCc2ccccc2)cc1 (centres undefined)	i	i
CS(=O)(=O)N(CCc1ccccc1)CC(=O)N1CCN(c2ccccc2)CC1	i	i
O=C(Oc1ccc2c(c1)CCC2)N1CCOCC1	i	i
CCCCNC(=O)c1[nH]c(C)c(C(C)=O)c1C	i	i
